mcGAS inh: blocks mouse cGAS activity; recombinant cGAS, Kinase-Glo ATP depletion luminescence; 0.15% of 160,000 active; AID 1259399; inhibition, % at 12.5 µM;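 further: 0% = negative control wells and 100% = reference inhibitor with no enzyme activity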
hcGAS inh: human cGAS inhibition; 0.081% of 290,000 active; inhibition, % at 12.5 µM; recombinant h-cGAS, ATP depletion, Kinase-Glo luminescence;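 further: 0% = vehicle reaction and 100% = reaction without DNA for no activity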
Target sequence (Q8N884 whole entry, looked up): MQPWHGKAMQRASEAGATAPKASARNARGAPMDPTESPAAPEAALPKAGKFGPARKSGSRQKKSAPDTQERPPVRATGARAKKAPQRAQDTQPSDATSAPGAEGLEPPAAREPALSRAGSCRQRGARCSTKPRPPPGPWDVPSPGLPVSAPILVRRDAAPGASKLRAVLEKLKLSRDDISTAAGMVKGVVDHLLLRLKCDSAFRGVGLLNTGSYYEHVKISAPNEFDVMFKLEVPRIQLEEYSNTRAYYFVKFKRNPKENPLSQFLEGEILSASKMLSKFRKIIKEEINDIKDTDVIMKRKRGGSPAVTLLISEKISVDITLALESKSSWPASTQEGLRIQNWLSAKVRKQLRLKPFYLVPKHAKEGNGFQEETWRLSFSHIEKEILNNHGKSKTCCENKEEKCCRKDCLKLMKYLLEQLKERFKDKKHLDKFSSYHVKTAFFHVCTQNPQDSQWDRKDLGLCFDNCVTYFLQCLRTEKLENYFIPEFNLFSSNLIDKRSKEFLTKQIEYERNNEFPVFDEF
NPYLR7 ag: mosquito NPYLR7 agonism; HEK293T NPYLR7/Galpha15, GCaMP6s calcium fluorescence; activation, % at 10 µM; 0.15% of 270,000 active; in the data active means activation above about 40%;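 further: 0% = vehicle and 100% = reference agonist at the receptor; some compounds past the cut are filed as inactive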
Numbers without * were called inactive; · = no result given; & = joins results of further samples. Unless noted, no stated cut-off is given here; in the data, active means inhibition above about 40%; inactive means the rest.

SMILES	mcGAS inh	hcGAS inh	NPYLR7 ag
CC(Sc1ccccn1)C(=O)Nc1ccccc1 (configuration not stated)	·	-8	2
COc1ccccc1CCNS(=O)(=O)c1ccccc1	·	-7	-8
COCCNC(=O)c1cc(N2CCC3(CCCN(C)C3=O)C2)ccn1 (configuration not stated)	·	-4	5
CN(C)CCCN(CCC#N)C(=O)c1cc2ccc(Cl)cc2[nH]1	·	-12	11
CCc1cc2c(ncn3cnnc23)s1	-6	-5&-7	-2&3
CCc1nc(C(C)NC(=O)NCCc2cccc(C(N)=O)c2)cs1 (configuration not stated)	-17	-9	19
CCCC(=O)N1CCC1(C)C(=O)Nc1ccccc1Br (configuration not stated)	·	-10	4
COc1ccccc1N1CCN(C(=O)CSc2nnc(N)s2)CC1	·	-4	1
O=C1C(C(c2cccc(Br)c2)N2CCC(O)CC2)Sc2nc(-c3ccco3)nn21 (configuration not stated)	-7	-1	-2
CCOC(=O)CN1CCN(c2nc3c(c(=O)[nH]c(=O)n3C)n2CCC(C)C)CC1	·	-4	-6
Cc1ccc(C)c(SCc2nc3sc(C(=O)N(C)C)c(C)c3c(=O)[nH]2)c1	-6	-7	8
c1ccc2c(c1)COC(CN1CCN(CC3OCc4ccccc4CO3)CC1)OC2	-8	-20	1
CC(C)CCNC(=O)c1cn(CC(C)C)cc(C(=O)N2CCCCC2c2cccnc2)c1=O (configuration not stated)	-11	-8	1
C=CCC(=O)N(CCCC)Cc1ccccc1F	-10	-1	0
O=S(=O)(c1cccc(Cl)c1)N(Cc1ccccc1F)C1CC1	·	-16	-5
COc1ccccc1C(=O)N1CCN(c2ccc(-n3nc(C)cc3C)nn2)CC1	-2	-1	-3
NC(=O)c1oc2ccccc2c1NC(=O)c1ccc(-c2nc3ccccc3s2)s1	·	7	-4
Cc1ccccc1Oc1cc(-c2ccccc2)nc(SCc2cccc([N+](=O)[O-])c2)n1	·	0	5
FC(F)(F)c1ccnn1-c1nc(-c2cc3ccccc3o2)cs1	-1	-1	3
CC1CN(S(=O)(=O)c2cc3c(cc2F)NC(=O)CC3)CC(C)(C)O1 (configuration not stated)	·	-7	5
O=C1CSC(=O)N1CC(=O)N1CCc2c([nH]c3ccccc23)C1C1CCCCC1 (configuration not stated)	·	0	9
COC(=O)c1ccc(NC(=O)c2cc(-c3ccccc3C)nc3ccccc23)cc1	-4	-3	3
CC(C)c1cncnc1-c1cccc2ccnn12	·	-4	9
Cc1ccc(S(=O)(=O)n2c([N+](=O)[O-])cnc2C)cc1C	-3	-4	14
CC1=C(C(=O)N2CCCCC2)C2(CCC(C)CC2)OC1=O (configuration not stated)	-3	-9	6
Cc1cccc(CC(=O)Nn2cnc3c(cnn3-c3ccc(C)c(C)c3)c2=O)c1	·	-12	3
COc1ccc2c(c1)C(C(=O)N1CCN(c3ccc(C(=O)O)cc3)CC1)=CC(C)(C)O2	-5	-3	4
CCOCC(=O)N1CCC(C(=O)N2CCC(c3ccnc(C)n3)CC2)CC1	-4	-6	·
Cc1cc2c(cc1C(=O)N1CCC3(CN(C)C(=O)O3)C1)OCCO2 (configuration not stated)	·	-3	4
O=C(CC(F)(F)F)NCCS(=O)Cc1ccccc1 (configuration not stated)	·	-5	3
O=C(Cn1nc2ccc(Sc3ccccc3)nn2c1=O)N1CCN(c2ccc(F)cc2)CC1	-7	-5	4
CCOc1ccc(/C=C/C(=O)Nc2nc3ccccc3s2)cc1	·	-1	-2
CN(C)CCN(C)C[C@@H]1CN(C2Cc3ccccc3C2)C[C@@H]1CO	-4	-9	·
Cc1[nH]c2c(C)ccc(C)c2c1CC(=O)NCCN(C)S(C)(=O)=O	-14	1	23
O=C1NCC(C(=O)N2CCC3(CC2)Nc2ccccc2C(=O)N3OCc2ccccc2)N1 (configuration not stated)	·	-10	1
CCc1[nH]n(-c2ccc(Cl)c(Cl)c2)c(=O)c1C1=C(N2CCOCC2)C(=O)N(c2ccc(F)cc2)C1=O	-9	-14	-11
CCC(OCC(O)CNC(C)(C)C)c1ccccc1 (configuration not stated)	·	1	-4
Fc1ccc(Cc2nc(CSc3nc(-c4ccccc4)cs3)cs2)c(Cl)c1	-7	-7	5
CCCN1CCCN(S(=O)(=O)C2CCOCC2)CC1	·	-11	15
O=C(CSc1cn(CC(=O)N2CCCC2)c2ccccc12)Nc1cccc(F)c1	-7	-6	-7
COC1CN(Cc2ccc(C)cc2)C(=O)CN(C(=O)c2cccs2)C1 (configuration not stated)	-8	-4	-2
Cc1ccc(Cc2nsc(NCc3ccccc3)n2)cc1	-5	-2	0
Cc1cccc(-n2c(C)nnc2SCc2cc(=O)n3ccsc3n2)c1	·	-9	19
CCC(C)N(CC(=O)N(CCOC)Cc1cccn1Cc1ccccc1)C(=O)c1ccc(OC)cc1 (configuration not stated)	-4	-10	-2
CC(=O)Nn1ccc2nc(N3CCN(C)CC3)ncc2c1=O	·	-7	5
Cc1ccc(-n2ncc3c(-n4nc(C)cc4NC(=O)C(C)C)ncnc32)c(C)c1	-9	-6	5
C/C(=N/OCC(=O)Nn1c(C)nc2ccccc2c1=O)c1ccccc1	·	-7	-1
CS(=O)(=O)c1ccc(-c2cc(Br)sc2-c2ccc(F)cc2)cc1	·	-4	-2
Cc1cccc(C(N)=O)c1O	·	4	-26
CCOc1cccc(NC(=O)C2CC(=O)N(C)C(=Nc3ccc(OC)cc3)S2)c1 (configuration not stated)	-4	0	5
CC1CCCC(NCC(=O)Nc2ccccc2)C1 (configuration not stated)	·	-16	-1
C=CCn1cc(CN2CCC(C(=O)Nc3cccc(-c4cccc(Cl)c4)c3)CC2)c(C)n1	-10	-8	11
OC(CN1CCOCC1)CN(CCN1CCOCC1)Cc1c(-c2ccccc2)noc1N1CCOCC1 (configuration not stated)	-1	-3	5
CCCOc1cccn2c(N(C)C(=O)c3ccncc3)c(CC)nc12	-1	-1	-4
Cc1cc(C(=O)N2CCOC(Cc3cccc(C(F)(F)F)c3)C2)nn1C (configuration not stated)	·	-5	12
Cc1ccccc1C1CC(c2ccccc2Cl)=NN1C(=O)CN1CCC2(CC1)OCCO2 (configuration not stated)	-6	-5	0
Cc1c(C)n2c3c(=O)n(CCC(C)C)c(=O)n(C)c3nc2n1CCc1ccccc1	-8	-4	5
CCOc1ccccc1CN(C)Cc1cc(-c2ccncc2)no1	-16	-3	2
O[C@@H]1CN(c2ncnc3nc[nH]c23)CC[C@H]1c1ccc2ccccc2c1	·	-8	11
COc1ccc(-c2csc3nc(CN4CCCC4)[nH]c(=O)c23)cc1	-4	0	-4
More entries follow:
SMILES	mcGAS inh	hcGAS inh	NPYLR7 ag
Cc1cc(C(=O)N2CC(=O)Nc3ccccc32)nn1C	0	3	6
CC(C)=NSc1ccc(C)cc1[N+](=O)[O-]	1	-4	-6
CC1=NC2=C(C(=O)CCC2)C(c2ccc3c(c2)OCO3)C1C(=O)OCc1ccccc1 (configuration not stated)	·	-4	5
Cc1nc(SC2CCCCNC2=O)n(CC2CCCO2)c1C (configuration not stated)	·	2	-4
Cc1ccc(C=NNC(=S)NCCCN2CCOCC2)s1	-4	-5	7
N#CC(NC(=O)c1cccc(F)c1F)c1ccc(Cl)cc1 (configuration not stated)	1	-4&1	1&3
O=C(NCc1ccn(C2CCCC2)n1)C1CCCN1S(=O)(=O)c1ccccc1 (configuration not stated)	·	-4	0
COCCCNC(=O)c1cc(NC(=O)CCc2ccccc2)ccc1N1CCCCC1	-4	0	12
O=C(CSc1nc(=O)n(Cc2cccnc2)c2c1CCC2)N1CCCCCC1	-10	-5	2
CCOC(=O)c1cnc(-c2cccnc2)nc1NCCc1cccc(OC)c1	1	7	1
COCC(=O)Nc1ccc(N2CCN(C(=O)NCc3cccc(OC)c3)CC2)nc1	-5	-3	15
O=C(NCCNc1nc(C2CC2)nc2cc(Cl)ccc12)c1cccc([N+](=O)[O-])c1	-3	-6	-3
O=S(=O)(NCC1CCCO1)c1ccc(-n2cccn2)cc1 (configuration not stated)	·	-9	1
Cc1ccccc1-c1cc(O)c2c(c1)CN(C(=O)Cc1ccccn1)CCO2	·	-7	5
O=C(NCc1ccc(Cl)cc1Cl)Nc1cccc2[nH]c([C@@H]3O[C@H](CO)[C@@H](O)[C@H](O)[C@H]3O)nc12	-3	-6	18
O=C(C(Br)=CNCCNC=C(Br)C(=O)C(F)(F)F)C(F)(F)F	·	-1	2
CN(CCOc1cc(Cl)cc(Cl)c1)C1CCS(=O)(=O)C1 (configuration not stated)	·	-16	4
CCOc1cc2c(cc1OCC)CN(C(=O)c1ccc[nH]c1=O)CC2	·	-9	0
O=C(O)c1ccc(N2C(=O)c3ccc(-c4nc5ccccc5c(=O)o4)cc3C2=O)cc1	-1	2	-1
CSc1nc(N=CC2NC(=O)N(c3ccccc3)C2=O)c(-c2ccccc2)s1 (configuration not stated)	·	1	2
COCCc1noc(CN2CCC3(CC2)N=C(N(C)C)NC3=O)n1	-5	-10	·
CCc1ccc(Nc2ncnc3c2nnn3C)cc1	·	-5	8
CCC(C(=O)N1CCN(Cc2cc(=O)c(OCc3ccc(-c4ccccc4C#N)cc3)co2)CC1)c1ccccc1 (configuration not stated)	-5	-4	-2
O=S(=O)(NCc1nnnn1C1CCCCC1)c1ccc(F)cc1	-9	-5	16
CC(=O)NCc1ccc2c(c1)cc(C)n2C	-7	-8	6
O=C(NC1CC1)c1ccnc(-c2ccc3c(c2)OCO3)c1	·	-5	-2
CCc1nc2ccc(C(=O)Nc3ccc(OC)c(OC)c3)cn2c1N(CCC(C)C)CCN(C)C	-4	-2	-5
NC(=O)C1CCCCN1Cc1ccc(Br)cc1 (configuration not stated)	·	-2	-1
CC(=O)Oc1ccc(Cn2c(C)c(C(=O)NC3CC3)sc2=O)cc1	·	-7	11
O=C(CSc1nc(=O)n2ccccc2n1)N1CCCCC1	-8	-11	0
COP(=O)(OC)c1c(C)nn(-c2c(Cl)cc(C(F)(F)F)cc2Cl)c1C	·	-5	-6
CN1c2ccccc2C(=O)NC1c1cn[nH]c1-c1cccs1 (configuration not stated)	·	-2	15
COc1cc(Cl)ccc1NC(=O)Cn1nc([N+](=O)[O-])c(Br)c1C	-5	-9	2
CC=CCn1c(=O)c2c(nc3n(-c4ccccc4O)c(C)c(C)n23)n(C)c1=O	-4	2	-5
CCOc1nn(CC)cc1C(=O)Nc1ccccc1	·	-2	-1
COc1cccc2cc(C(N)=O)c(=Nc3sc4c(c3C(N)=O)CCCC4)oc12	-6	-1	4
CCCCCCCCC1=NN2CCS(=O)(=O)N=C2S1	·	-11	0
CCOc1ccc(-n2nnnc2CNC(=O)NC(C)(C)C)cc1	-8	-5	24
Cc1ccc(C=CC(=O)O)o1	-4	-15	15
O=C1NCCN(C/C=C/c2ccccc2)C1CC(=O)N1CCCCO1 (configuration not stated)	·	-9	3

Structural class, the compounds so far with an NH in an aromatic ring (eleven)
SMILES	mcGAS inh	hcGAS inh	NPYLR7 ag
CN(C)CCCN(CCC#N)C(=O)c1cc2ccc(Cl)cc2[nH]1	·	-12	11
CCOC(=O)CN1CCN(c2nc3c(c(=O)[nH]c(=O)n3C)n2CCC(C)C)CC1	·	-4	-6
Cc1ccc(C)c(SCc2nc3sc(C(=O)N(C)C)c(C)c3c(=O)[nH]2)c1	-6	-7	8
O=C1CSC(=O)N1CC(=O)N1CCc2c([nH]c3ccccc23)C1C1CCCCC1 (configuration not stated)	·	0	9
Cc1[nH]c2c(C)ccc(C)c2c1CC(=O)NCCN(C)S(C)(=O)=O	-14	1	23
CCc1[nH]n(-c2ccc(Cl)c(Cl)c2)c(=O)c1C1=C(N2CCOCC2)C(=O)N(c2ccc(F)cc2)C1=O	-9	-14	-11
O[C@@H]1CN(c2ncnc3nc[nH]c23)CC[C@H]1c1ccc2ccccc2c1	·	-8	11
COc1ccc(-c2csc3nc(CN4CCCC4)[nH]c(=O)c23)cc1	-4	0	-4
O=C(NCc1ccc(Cl)cc1Cl)Nc1cccc2[nH]c([C@@H]3O[C@H](CO)[C@@H](O)[C@H](O)[C@H]3O)nc12	-3	-6	18
CCOc1cc2c(cc1OCC)CN(C(=O)c1ccc[nH]c1=O)CC2	·	-9	0
CN1c2ccccc2C(=O)NC1c1cn[nH]c1-c1cccs1 (configuration not stated)	·	-2	15

Further compounds.
SMILES	mcGAS inh	hcGAS inh	NPYLR7 ag
CC(=O)N(CN1C(=O)c2ccc(Br)cc2C1=O)c1ccc(Cl)cc1	·	-3	4
CC(C)OC(=O)c1c(NC(=O)c2cnn3c(C(F)(F)F)cc(-c4ccccc4)nc23)sc2c1CCCC2	-8	-7	-8
CC(NC(=O)C(C)S(=O)(=O)Cc1ccc(Cl)s1)c1ccccc1 (configuration not stated)	·	-5	0
Cc1cc(C)c(S(=O)(=O)N(CC(=O)N2CCc3sccc3C2c2ccc(Cl)cc2Cl)C2CCCCC2)c(C)c1 (configuration not stated)	-5	0	28
CCCc1cc(C(=O)N2CCCC(O)(CN3CCCC3)C2)no1 (configuration not stated)	-3	-10	·
CCC(NC(=O)Cn1cc(C)c(=O)[nH]c1=O)c1nc(C)c(C)s1 (configuration not stated)	·	-11	0
Cc1ccsc1C(=O)N1CCC1(C)C(=O)NC1CCCCCC1 (configuration not stated)	·	-8	6
COC=C1CC(O)N=C(Nc2nc(C)c3ccccc3n2)N1 (configuration not stated)	·	-11	5
c1cc2c(cc1-c1noc(CN3CC[C@@H]4CCCC[C@H]4C3)n1)OCO2	·	-1	-13
Brc1ccc(-c2ccc(Br)cc2)cc1	·	-1	5
CCOC(=O)c1c[nH]c2ccccc2c1=O	0	-1	0
CC(C)n1ccnc1CN1CCOC(CN)C1 (configuration not stated)	·	-1	4
CCOc1cccc2sc(N(CCCn3ccnc3)C(=O)c3ccco3)nc12	-9	-9	-11
Cc1nc(COC(=O)CCc2ccco2)n[nH]1	·	-18	-3
CC(=O)Nc1ccc(C(=O)N2CCOC(c3ccc(F)cc3)C2)c(O)c1 (configuration not stated)	·	-10	3
